V1R ag counter: agonists of human V1a receptor, primary screen, counter-screen for OXTR agonist project, fluorescence, CHO-V1R cells; 320,000 tested, 0.25% active; activation, % at 3 µM; Fluo-8 calcium fluorescence, agonist mode; 0% DMSO, 100% 3 nM vasopressin;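 active = activation above the mean activation of all tested compounds plus 3 SD, per screening run, cut at about 20% in these data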;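 note: signal is peak over basal fluorescence ratio across a 100 second FLIPR read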
Target sequence (P37288 whole entry, looked up): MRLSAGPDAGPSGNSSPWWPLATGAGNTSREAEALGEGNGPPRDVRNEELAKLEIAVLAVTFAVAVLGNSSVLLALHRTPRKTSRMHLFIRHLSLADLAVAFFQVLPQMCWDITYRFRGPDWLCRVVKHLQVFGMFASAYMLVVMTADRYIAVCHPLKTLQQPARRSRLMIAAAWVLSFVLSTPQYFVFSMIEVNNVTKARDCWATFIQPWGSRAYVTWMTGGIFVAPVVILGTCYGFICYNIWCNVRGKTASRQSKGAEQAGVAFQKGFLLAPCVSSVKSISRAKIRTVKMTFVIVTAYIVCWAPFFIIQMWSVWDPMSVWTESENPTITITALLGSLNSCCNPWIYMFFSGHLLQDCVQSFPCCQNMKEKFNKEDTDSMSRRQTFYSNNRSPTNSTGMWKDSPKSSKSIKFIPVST
OXTR agonist: human OXTR agonists, primary screen, fluorescence, CHO-OTR cells, Fluo-8 calcium | Oxytocin receptor (Homo sapiens), P30559 | Fluo-8 calcium fluorescence; normalized: DMSO 0%, oxytocin 100% | activation, % at 3 µM | 320,000 tested, 0.32% active;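 active = activation above the mean of all tested compounds plus 3 SD, cutoff set per screening run, cut at about 20% in these data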;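 note: peak over basal fluorescence ratio from a 100 s FLIPR kinetic read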
Target sequence (P30559 whole entry, looked up): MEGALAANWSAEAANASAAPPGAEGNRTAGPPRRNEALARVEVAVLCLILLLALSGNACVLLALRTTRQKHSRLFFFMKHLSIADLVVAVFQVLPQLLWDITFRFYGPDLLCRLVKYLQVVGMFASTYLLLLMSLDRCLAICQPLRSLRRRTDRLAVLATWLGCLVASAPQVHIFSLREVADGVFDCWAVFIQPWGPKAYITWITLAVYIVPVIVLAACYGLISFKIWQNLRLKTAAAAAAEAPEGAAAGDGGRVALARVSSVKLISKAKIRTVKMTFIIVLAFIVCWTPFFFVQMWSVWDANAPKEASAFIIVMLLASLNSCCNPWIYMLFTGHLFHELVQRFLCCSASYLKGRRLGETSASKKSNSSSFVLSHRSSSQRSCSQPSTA
M1 ag: human M1 muscarinic receptor agonists, primary screen, Fluo-8 calcium fluorescence, CHO-K1 cells, HTS; Muscarinic acetylcholine receptor M1 (Homo sapiens), P11229; CHO-K1 hM1, agonist mode; 0% DMSO, 100% acetylcholine EC100; activation, % at 3 µM; 360,000 tested, 0.33% active;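 active = activation above the run's mean compound activation plus 3 SD, cut at about 16% in these data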;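 note: peak over basal fluorescence ratio within a 140 s kinetic read after compound addition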
TAAR1 antag: human TAAR1 antagonists, primary screen, Fluo-8 calcium fluorescence, CHO RD-HGA16 cells; inhibition, % at 3 µM; antagonist; 360,000 tested, 1.5% active; AID 624466, 2012;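 active = inhibition above a per-plate cutoff, the mean inhibition of test compounds on that plate plus 3 SD, cut at about 49% in these data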;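 note: 0% = DMSO plus EC80 beta-PEA response and 100% = DMSO alone without agonist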
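Assay system: RD-HGA16 CHO cells with stable hTAAR1 and Gα16 / Reagent: EC80 β-phenethylamine stimulus / Doses: 3 µM, single point / Timing: dye loading 75 min at 37 °C, then 30 min room temperature / Measured by: Fluo-8 intracellular calcium dye fluorescence, real-time kinetic reads / Controls: vehicle wells and EC80 agonist wells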
M1 PAM: human M1 muscarinic receptor positive allosteric modulators, primary screen, CHO-K1 cells, Fluo-8 calcium fluorescence, 1536-well. CHO-K1 hM1, ACh EC20; 0% = ACh EC20, 100% = maximal ACh. activation, % at 3 µM. 360,000 tested, 0.088% active. AID 588819, 2011; in the data active = activation above about 19%, passing the limit was not always enough
TAAR1 ag: human TAAR1 agonists, primary screen, Fluo-8 calcium fluorescence, CHO RD-HGA16 cells; 360,000 tested, 0.99% active; vehicle wells 0%, saturating PEA agonist 100%; Trace amine-associated receptor 1 (Homo sapiens), Q96RJ0; activation, % at 3 µM;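 active = activation above the mean activation of all test compounds in the run plus 3 SD, cut at about 38% in these data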
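test system = CHO RD-HGA16 cells carrying human TAAR1 plus Gα16 | schedule = 17-24 h seeding, 75 min 37 °C dye, 30 min RT | compound dosing = 3 µM single concentration | control set = DMSO and PEA EC100 | replicates = n 1 | signal = Fluo-8 fluorescence, 5 s baseline then 140 s kinetic read | measure = percent activation vs PEA EC100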
CHRM1 antagonist: human M1 muscarinic receptor antagonists, primary screen, CHO-K1 cells, Fluo-8 calcium fluorescence, 1536-well; CHO-K1 hM1, ACh EC80 antagonist; AID 588852, 2011; inhibition, % at 3 µM; 360,000 tested, 1.3% active;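 active = percent inhibition above its own plate's cutoff, namely the mean of that plate's compound wells plus 3 SD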;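 note: peak over basal fluorescence ratio during 140 s after agonist addition; 0% = ACh EC80 plus DMSO and 100% = DMSO alone without agonist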
OXTR potentiator: human OXTR potentiators, primary screen, fluorescence, CHO-OTR cells, Fluo-8 calcium; activation, % at 3 µM; Fluo-8 calcium fluorescence, potentiator mode; 0% = oxytocin EC15, 100% = EC100; Oxytocin receptor (Homo sapiens), P30559; AID 2445, 2010; 320,000 tested, 0.061% active;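 active = activation above that plate's cutoff, the mean activation of tested compounds plus 3 SD, cut at about 6.6% in these data, passing the limit was not always enough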;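 note: 100% uses oxytocin at 75 nM as the full agonist control; some results filed as inactive read as strong as hits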
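Material: CHO-OTR cells, human receptor; compound dosing: single dose, 3.0 µM nominal final compound concentration; schedule: 6 min compound pre-incubation at room temperature, 100 s kinetic read; measured by: kinetic Fluo-8 calcium fluorescence; read-out basis: % activation vs EC15 and EC100 oxytocin; controls: EC15 oxytocin alone as 0%, 75 nM oxytocin as 100%; replicates: singlicate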
CHO parental Ca: ATP-evoked calcium signal inhibitors, parental CHO, primary screen, counter-screen for OX1R antagonist project, cell-based, fluorescence, Fluo-8 calcium dye. parental CHO-K1, ATP-induced calcium, Fluo-8 fluorescence. inhibition, % at 5.6 µM. AID 463079, 2010. 330,000 tested, 0.63% active;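 active = inhibition above that plate's mean sample inhibition plus 3 SD, cut at about 26% in these data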;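 note: 0% = ATP-challenged DMSO wells and 100% = DMSO wells without ATP; some compounds past the cut are filed as inactive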
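Assay system: parental CHO cells; Read-out basis: percent inhibition of ATP-evoked calcium rise, normalized to controls; Benchmarks: ATP and no-ATP DMSO wells; Compound dosing: single nominal dose of 5.6 µM per compound; Signal: Fluo-8 calcium dye fluorescence; Also added: ATP as calcium-mobilizing challenge; Repeats: singlicate.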
* = called active by the depositor; · = not tested or not shown.

SMILES	V1R ag counter	OXTR agonist	M1 ag	TAAR1 antag	M1 PAM	TAAR1 ag	CHRM1 antagonist	OXTR potentiator	CHO parental Ca
COc1cc(C(=O)Nc2cccc(NC(=O)c3ccccc3)c2)cc(OC)c1OC	-0.5	-0.5	-4	46	-11	14	13	-4	-15
CCOc1ccc(NC(=O)COc2ccc3c(c2)CCC3)cc1OC	1.6	-0.9	-3	-4	0	-2	-6	-4	-20
CCOC(=O)c1c(-c2ccccc2)csc1NC(=O)c1ccc(N2C(=O)CCC2=O)cc1	0.5	1.5	-3	5	-6	2	15	6	-10
CN1CCN(C2CN(CCc3ccccc3)S(=O)(=O)C2)CC1 (configuration not stated)	·	·	-11	1	-1	6	7	·	·
O=[N+]([O-])c1ncn(Cc2ccccc2Cl)n1	2.4	0.9	-7	-9	9	2	-5	-4	-1
Cc1cnc(C(=O)OC(C)C(=O)c2c(C)[nH]c3ccccc23)cn1 (configuration not stated)	0.0	0.8	-3	-4	1	1	-7	-13	-10
CC1=C(C(=O)OCc2ccccc2)C(c2cccc([N+](=O)[O-])c2)NC(=O)N1CCCCCC(=O)O (configuration not stated)	-0.4	0.4	-4	-8	5	5	10	-8	-10
COc1cccc(CNCCO)c1OCc1ccccc1	1.1	1.6	-1	3	-3	0	10	-2	-18
COc1ccc(C2C3=C(CC(C)(C)CC3=O)Oc3ncn(CCO)c(=N)c32)cc1OC (configuration not stated)	0.1	-0.4	-4	2	8	12	-8	-2	-6
O=C(/C=C/c1ccccc1[N+](=O)[O-])NCc1cccnc1	-0.2	-0.9	-2	-17	6	6	-6	-4	-4
CSc1nsc(SC)c1NC(=O)OC1CCCCC1	-0.7	-2.5	-6	5	5	10	-10	-6	-21
COc1ccc(C(=O)N2CCN(S(=O)(=O)c3ccc(C)cc3)CC2)cc1S(=O)(=O)N1CCOCC1	-0.4	-1.9	-6	-2	2	3	2	2	-22
Cc1ccc(S(=O)(=O)N2CCC(C(=O)Nc3nnc(-c4ccco4)s3)CC2)cc1	1.4	0.7	-2	-12	2	6	-6	-2	-22
N#C/C(=N\Nc1cccc(F)c1)C(=N)N1CCCCCC1	2.8	1.8	-6	7	3	4	3	-7	6
CCc1nnc(NS(=O)(=O)c2ccc(NC(=O)/C=C/c3ccc(OC)cc3OC)cc2)s1	0.1	-1.4	0	3	17	2	-23	-7	-17
O=S(=O)(c1ccccc1)N1CCN(C(=S)NCc2ccccc2)CC1	1.4	3.3	-4	22	-7	2	15	-4	7
COc1cccc(Cn2cnc3c(sc4nc(C)cc(C)c43)c2=O)c1	-0.9	-0.3	-9	-6	9	2	-10	0	-15
C/C(=N\NC(=O)c1ccccc1C)c1cccnc1	-0.6	0.4	-3	-6	3	13	-8	-6	-1
Cc1ccc(S(=O)(=O)N(C)Cc2ccc(C(=O)N/N=C/c3ccc(OC(F)F)cc3)cc2)cc1	0.3	0.8	-5	24	-2	3	0	-5	-5
O=C(N[C@H]1CCC(=O)N([C@H](CSc2ccccc2)Cc2ccccc2)CC1)OCc1ccccc1	2.6	0.6	-2	29	1	8	-9	-9	-25
Oc1c(C=C2N=c3ccccc3=N2)sc(=S)n1-c1ccc2ccccc2c1	1.5	0.6	1	1	9	1	-13	-3	-4
Cc1ccc(S(=O)(=O)N2CCC(NC(=O)c3ccccc3)CC2)cc1	-1.2	-2.1	-4	-11	-2	0	7	-3	8
Cc1ccc(-c2nc(CS(=O)CC(=O)NCCN(CC(C)C)CC(C)C)c(C)o2)cc1 (configuration not stated)	-1.0	-0.3	-7	-8	4	-2	-6	3	-24
CCc1ccc(CNC(=O)C2CCCN(c3nnc(C)c4c(C)n(-c5ccccc5)nc34)C2)cc1 (configuration not stated)	-0.2	-2.3	-13	-77	-40	13	49*	-11	-61
COc1ccc(Cl)cc1NC(=O)CN(C)Cc1cccs1	0.0	-1.1	-4	13	2	2	-3	-6	-10
Cc1nc(-c2cccs2)ccc1C(=O)O	-0.3	0.2	-3	-14	11	5	-6	-7	4
CCOC(=O)C1=CCN(S(=O)(=O)c2ccc(C)cc2)C1c1cccc(Br)c1 (configuration not stated)	·	·	-7	1	-5	0	11	·	·
Brc1ccc(-c2cnco2)cc1	-0.3	-0.6	-2	-38	-7	-1	19	-13	-8
CCOc1ccc(NC(=S)NC2CC3CCC(C2)N3Cc2ccco2)cc1 (configuration not stated)	-0.1	0.6	-15	3	1	12	-2	-10	16
CC1(C)CC(C(CC(=O)N2CCCC2)Cc2ccccc2)CCO1 (configuration not stated)	-0.6	0.2	0	-10	13	6	-16	-5	-10
Cc1nnc2ccc(-c3ccc(NC(=O)c4cccnc4Cl)cc3)nn12	0.6	0.7	-3	-14	0	0	-17	1	1
O=C(O)c1ccc(S(=O)(=O)c2ccc3c(c2)C(=O)N(c2ccc(O)cc2)C3=O)cc1	0.5	-0.4	-3	-12	2	3	-7	-2	5
Cc1cccc(-n2ncc3c(N(CCO)CCO)ncnc32)c1	0.9	-1.6	2	4	-2	4	-5	-8	1
COc1cccc(-c2nn(-c3ccccc3)cc2/C=C(\C#N)C(=O)NCCCn2ccnc2)c1	0.5	2.0	-6	22	-1	8	3	-12	-13
COc1cc(Cl)ccc1OCc1cc(C(=O)NCCCN2CCCC2=O)no1	0.3	0.4	-3	-31	-5	3	6	-12	-6
COc1cccc2sc(Nc3nc(-c4ccccn4)cs3)nc12	3.8	3.5	1	·	3	·	18	-16	45*
CCOc1ccc(S(=O)(=O)N2CCC(C(=O)N3CCCCCC3)CC2)cc1Cl	5.5	3.0	0	-8	-1	-1	4	-14	-9
CCC1CCCCN1Cc1ccc(OC)c(C)c1 (configuration not stated)	0.2	0.4	-12	-16	-6	-2	6	-9	-7
CC(C)CNC(=O)c1cccc(NC(=O)COc2ccc([N+](=O)[O-])cc2)c1	6.3	2.0	-1	-34	-10	12	21	-19	7
CCC(C)C(Nc1ccc(C(=O)OC)cc1[N+](=O)[O-])C(=O)OC (configuration not stated)	0.8	-2.5	-9	-11	5	-2	-6	-1	-21

Filtered by structure: the entries above containing a thiophene ring, fused or not
SMILES	V1R ag counter	OXTR agonist	M1 ag	TAAR1 antag	M1 PAM	TAAR1 ag	CHRM1 antagonist	OXTR potentiator	CHO parental Ca
CCOC(=O)c1c(-c2ccccc2)csc1NC(=O)c1ccc(N2C(=O)CCC2=O)cc1	0.5	1.5	-3	5	-6	2	15	6	-10
COc1cccc(Cn2cnc3c(sc4nc(C)cc(C)c43)c2=O)c1	-0.9	-0.3	-9	-6	9	2	-10	0	-15
COc1ccc(Cl)cc1NC(=O)CN(C)Cc1cccs1	0.0	-1.1	-4	13	2	2	-3	-6	-10
Cc1nc(-c2cccs2)ccc1C(=O)O	-0.3	0.2	-3	-14	11	5	-6	-7	4

(further entries)
SMILES	V1R ag counter	OXTR agonist	M1 ag	TAAR1 antag	M1 PAM	TAAR1 ag	CHRM1 antagonist	OXTR potentiator	CHO parental Ca
CCN(CC(=O)NCc1cccs1)S(=O)(=O)c1ccc(F)c(F)c1F	0.7	-1.0	-3	-14	0	1	-4	-9	-2
CC1(C(=O)NC2CCCCCCC2)CCC(=O)N1CCN1CCOCC1 (configuration not stated)	0.9	0.2	-6	10	5	2	-3	2	-5
O=C(Nc1cccc(Cl)c1)c1csc([C@H]2C[C@H](O)[C@@H](CO)O2)n1	·	·	0	-6	-5	6	2	·	·
CC(C)C1COS(=O)(=O)NC1CC(=O)SC(C)(C)C (configuration not stated)	3.6	-2.4	-4	-5	-1	7	4	-10	-4
CC1=C(C(=O)O)N2C(=O)C(NC(=O)c3ccc(F)cc3)C2SC1 (configuration not stated)	0.5	1.9	0	-17	2	10	-2	0	0
COc1cc(C(C)=O)ccc1COc1ccc(C(=O)OC(C)C(=O)NC(N)=O)cc1OC (configuration not stated)	1.3	1.0	-4	17	5	6	-2	-3	-15
CC1(C)Cc2c(sc(NC(=O)COc3cccc4ccccc34)c2C#N)C(C)(C)N1	1.4	1.4	-3	-3	-4	13	20	-11	82*
CC(=O)c1ccc(OC(=O)CN2C(=O)c3ccccc3C2=O)cc1	-0.5	0.9	-5	-16	8	7	-10	4	-17
Cc1cccnc1NC(=O)CSc1nnc(Cc2ccccc2)o1	0.8	1.6	-3	2	9	3	-10	-1	-4
COc1cc(COc2ccc3c(C)c(Cc4ccccc4)c(=O)oc3c2)cc(OC)c1OC	-0.8	-0.5	-3	-8	6	9	-26	3	-8
CC1CCN(C(=O)CSc2nc(=O)n3ccccc3n2)CC1	0.2	0.2	-6	6	10	0	-12	-2	-17
Cc1cccc(N(C(=O)c2csnn2)C(C(=O)NCc2ccccc2)c2ccncc2)c1 (configuration not stated)	0.2	0.0	-4	-12	19	1	-15	-6	-18
COc1ccc(C(=O)N2CCOC2CNC(=O)C(=O)NCc2ccc3c(c2)OCO3)cc1 (configuration not stated)	-0.9	-1.3	-4	-43	5	1	-2	-8	-7
O=C(c1cccs1)N1CCC(c2ccccc2)C1 (configuration not stated)	-0.8	-2.1	-2	11	10	16	-15	-6	-13
O=C(Nc1cccc([N+](=O)[O-])c1)Nc1cccs1	9.6	17	2	15	-2	30	15	-38	12
O=C(NC(=S)Nn1cnnc1)c1ccc(F)cc1Cl	0.2	-0.2	2	-2	4	2	-6	-10	-23
COc1ccc(-c2nnn(CC(=O)N(CC3CCCO3)C(C(=O)NC(C)(C)C)c3ccco3)n2)cc1OC (configuration not stated)	-0.4	-0.7	-2	17	1	2	5	-2	-26
O=C(Nc1ccc2[nH]c(=O)[nH]c2c1)c1ccc([N+](=O)[O-])o1	0.2	0.5	-4	4	1	1	2	-8	-7
COc1ccccc1CNc1ccc(CNc2ncn[nH]2)cc1	-0.6	0.2	-1	-15	1	2	7	-7	2
O=C(O)c1ccc(Nc2nc(-c3ccccc3)cs2)cc1	4.5	17	11	28	9	38*	-6	-14	3

Screening data from PubChem.
